PRMT1 inh – blocks human protein arginine methyltransferase 1 | recombinant PRMT1, activity-based probe fluorescence polarization | inhibition, % at 2.79 µM | Q99873 | 1.3% of 370,000 active;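 active = inhibition above about 21% made by adding two undisclosed values, limit read from the data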
HTRA1 inh – HTRA1 (human) protease inhibition; Q92743; recombinant HTRA1, FP-rhodamine activity-based probe, fluorescence polarization; inhibition, % at 5.96 µM; 0.5% of 340,000 active; AID 504803; in the data active = inhibition above about 36%;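 note: 0% = enzyme with DMSO and 100% = wells lacking enzyme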
Target sequence (Q92743 whole entry, looked up): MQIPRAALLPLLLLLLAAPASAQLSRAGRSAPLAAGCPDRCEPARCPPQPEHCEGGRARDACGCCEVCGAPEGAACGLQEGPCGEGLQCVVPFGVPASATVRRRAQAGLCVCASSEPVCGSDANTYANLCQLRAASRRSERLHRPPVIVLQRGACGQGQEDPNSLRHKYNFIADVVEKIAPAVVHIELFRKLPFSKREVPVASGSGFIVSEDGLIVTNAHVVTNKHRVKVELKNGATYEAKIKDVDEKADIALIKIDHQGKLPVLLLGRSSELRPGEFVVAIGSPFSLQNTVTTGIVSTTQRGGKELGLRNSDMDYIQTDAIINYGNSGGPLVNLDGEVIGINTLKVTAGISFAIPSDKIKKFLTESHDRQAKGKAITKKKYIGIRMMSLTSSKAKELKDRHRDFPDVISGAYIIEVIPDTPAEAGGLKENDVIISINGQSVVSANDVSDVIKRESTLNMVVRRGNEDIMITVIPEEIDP
UHRF1 MBD2 ctr – blocks human UHRF1 binding to methylated DNA; UHRF1 binding to methylated oligo, TR-FRET; inhibition, % at 4.4 µM; 0.75% of 370,000 active; Q96T88; in the data active = inhibition above about 21%;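 note: UHRF1 SRA domain binding a hemimethylated CpG hairpin DNA probe; 0% = median of test compound wells and 100% = reference inhibitor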
TCR-CD3 inh – human TCR-CD3 binding inhibition. TAMRA-labeled TCR probe fluorescence, biochemical. inhibition, % at 9.4 µM. 0.37% of 360,000 active; in the data active = inhibition above about 19%;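 note: recombinant mutant TCR 2C K166C tagged with TAMRA read by polarization; 0% = receptor in buffer alone and 100% = receptor with positive control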
GC-B act – GC-B (human) receptor activation; P20594; AID 1920062; 0.11% of 370,000 active; activation, % at 10 µM; HEK293-GC-B cells, CNP EC30, cGMP TR-FRET; 0% at EC30 CNP, 100% saturating CNP;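 active = activation at 10 µM reaching about 35% in either raw or pattern-adjusted values, limit read from the data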
MBD2 inh – MBD2-methylated oligo binding inhibition; inhibition, % at 4.4 µM; 0.31% of 370,000 active; Q9UBB5; TR-FRET, MBD2 binding to methylated oligonucleotide; AID 686964; in the data active = inhibition above about 13%
Target sequence (Q9UBB5 whole entry, looked up): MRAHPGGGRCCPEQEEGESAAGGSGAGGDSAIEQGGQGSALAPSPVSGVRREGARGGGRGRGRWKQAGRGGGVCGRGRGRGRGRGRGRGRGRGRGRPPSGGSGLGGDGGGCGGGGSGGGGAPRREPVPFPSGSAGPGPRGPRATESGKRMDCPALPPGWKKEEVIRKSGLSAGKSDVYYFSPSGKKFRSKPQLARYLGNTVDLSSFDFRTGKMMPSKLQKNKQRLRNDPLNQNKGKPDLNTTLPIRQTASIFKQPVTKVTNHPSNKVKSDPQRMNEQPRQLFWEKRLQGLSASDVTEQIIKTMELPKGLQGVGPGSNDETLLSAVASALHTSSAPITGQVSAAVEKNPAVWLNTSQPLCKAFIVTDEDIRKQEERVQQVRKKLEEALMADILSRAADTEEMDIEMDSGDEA
rCAG RNA binder – r(CAG) repeat RNA binding. TO-PRO-1 dye displacement fluorescence. inhibition, % at 3 µM. 1.3% of 370,000 active. AID 651821;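 active = inhibition above the plate cutoff, the mean of all test compounds on that plate plus 3 SD, cut at about 35% in these data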;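 note: 0% = DMSO alone and 100% = 100 µM mitoxantrone as full dye displacement; higher means more dye released from RNA so lower well fluorescence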
SIAE primary – blocks human sialic acid acetylesterase; SIAE FP-Rh probe binding, fluorescence polarization; inhibition, % at 9.66 µM; 0.69% of 370,000 active; AID 1053197;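 active = inhibition above a cutoff: mean of compounds within the control limits plus 3 SD of those, cut at about 17% in these data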;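 note: 0% = plate median of compound wells and 100% = probe without SIAE protein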
ABHD4 inh – inhibitors of mouse ABHD4. Q8VD66. purified mABHD4, FP-Rh probe fluorescence polarization. inhibition, % at 8.92 µM. 0.54% of 370,000 active;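 active = inhibition exceeding the mean over every tested compound plus 3 SD, cut at about 30% in these data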;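 note: 0% = plate median of compound wells and 100% = S159A mutant with DMSO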
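Material: mouse ABHD4 enzyme, wild type; Benchmarks: S159A mutant high control, sample median low control; Buffer or medium: HEPES pH 7.0, NaCl, Pluronic buffer; Signal: fluorescence polarization; Read-out: percent inhibition of probe binding, normalized to plate controls; Timing: pre-incubation 45 min, probe exposure 60 min, at 25 °C; Dosing: 8.92 µM, single dose.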
NPR1 activator – GC-A (human) enzyme activation | P16066 | HEK293 GC-A cells, cGMP TR-FRET, EC30 ANP; 0% at EC30 ANP, 100% saturating ANP | activation, % at 10 µM | 0.14% of 370,000 active; in the data active = activation above about 40%
* = called active by the depositor; · = not tested or not shown; & = joins results of further samples. An excerpt (hit frequency here may not be typical).

SMILES	PRMT1 inh	HTRA1 inh	UHRF1 MBD2 ctr	TCR-CD3 inh	GC-B act	MBD2 inh	rCAG RNA binder	SIAE primary	ABHD4 inh	NPR1 activator
COc1ccc(N2CCN(c3nc(NCCO)nc(N4CCOCC4)n3)CC2)cc1	-3	3	14	6	-4	0	-8	7	3	-7
Nc1c(C(=O)CSc2nnnn2-c2ccc(O)cc2)c(=O)[nH]c(=O)n1C1CC1	4	-2	0	-4	-5	-6	4	10	5	1
CN(C)S(=O)(=O)c1cccc(C(=O)N=C2N=C3C=CC(Cl)=CN3Cc3ccccc32)c1	2	-3	-5	2	3	-3	0	-5	2	0
CCC(C)N(C(=O)Cn1nnc(-c2ccc(F)cc2)n1)C1CCS(=O)(=O)C1 (stereo not given)	-3	0	1	0	0	-2	-4	5	1	1
CC(C)NC(=S)NN=C1c2ccccc2-c2ccccc21	-1	0	-1	2	-2	6	7	9	3	-7
O=C(CN1C(=O)CSCC1=O)Nc1ccc2c(c1)OCO2	0	11	-1	5	-8	0	8	10	-8	3
Cc1nnc(NC(=O)CCC(=O)NCc2cccs2)s1	-4	8	-2	4	7	1	0	6	4	4
COC(=O)[C@]12C[C@H](CC(=O)N3CCCC3)C(=O)N(Cc3ccc(Cl)cc3Cl)C1=C[C@H](C(C)C)O[C@@H]2C1CC1	-3	·	0	·	-17	0	0	-7	-3	-22
C[C@H]1COc2cc(Br)ccc2S(=O)(=O)N1Cc1cn(Cc2ccc(Br)cc2)nn1	1	·	-1	·	-8	3	4	-5	0	-7
CN1[C@@H](Cc2ccccc2)COc2cc(F)ccc2S1(=O)=O	5	·	3	·	-2	2	2	-2	-12	2
COc1ccc2cc(CN(C(=O)Nc3ccccc3)C3CCCC3)c(=O)[nH]c2c1	-1	-11	5	2	-7	2	-4	1	5	0
COc1ccc(C(=O)N2CCN(c3ccccc3)CC2)cc1S(=O)(=O)N1CCCC1	1	5	-3	8	2	-2	-1	10	6	2
Cc1cc(N/N=C/c2ccc(O)cc2O)nc(-n2nc(C)cc2C)n1	1	25	-10	-2	2	-9	6	6	24	1
COc1ccc(C(=O)NNC(=O)C(=O)NCc2ccccc2)cc1	-2	0	0	5	0	-4	0	-11	3	0
Cc1cc(N2CCOCC2)nc(-c2ccc(Br)cc2)n1	-1	-12	2	0	-11	0	2	-6	1	-2
COc1cc(C(O)c2nc(-c3ccc(F)c(Cl)c3)cs2)ccc1F (stereo not given)	1	·	-2	1	8	5	5	-10	-20	0
CCCCNc1ccccc1C(=O)OCC(=O)Nc1ccc(S(N)(=O)=O)cc1	-2	-26	4	3	-7	-6	26	-12	-29	-8
CCOC(=O)C1CCCN(C(=O)Cn2cnc3c2c(=O)n(C)c(=O)n3C)C1 (stereo not given)	-2	-1	0	3	3	-2	-4	-8	0	3
COc1ccc(-c2sc3cc(OC)c(OC)cc3c2C#CCCO)cc1	-2	-4	13	10	-13	2	20	-10	2	3
CC(=O)Nc1cc(-c2ccc(N(C)C)cc2)cn2c(-c3ccc(F)cc3)cnc12	-2	·	-6	-2	4	-6	9	4	-3	0
O=C(NC(=S)Nc1ccccc1N1CCOCC1)c1sc2ccccc2c1Cl	0	8	0	6	2	-7	1	-1	-2	5
C/C=C/c1ccc(OC(C)=O)c(OC)c1	-2	-2	-1	2	-4	-4	-2	6	1	2
Cc1ccc(C(=O)N(Cc2ccc3c(c2)OCO3)Cc2nc3ccccc3c(=O)[nH]2)cc1	1	-4	-4	-1	-2	4	-5	-1	9	-6
O=C(OCC(=O)N1CCc2ccccc21)c1ccccc1[N+](=O)[O-]	-2	-4	-2	-1	1	-4	4	-12	1	-1

Arranged by value in NPR1 activator (low to high): three from the list above
compound | NPR1 activator
C[C@H]1COc2cc(Br)ccc2S(=O)(=O)N1Cc1cn(Cc2ccc(Br)cc2)nn1 | -7
Cc1cc(N2CCOCC2)nc(-c2ccc(Br)cc2)n1 | -2
O=C(OCC(=O)N1CCc2ccccc21)c1ccccc1[N+](=O)[O-] | -1

Later entries
SMILES	PRMT1 inh	HTRA1 inh	UHRF1 MBD2 ctr	TCR-CD3 inh	GC-B act	MBD2 inh	rCAG RNA binder	SIAE primary	ABHD4 inh	NPR1 activator
COc1cc2ncnc(NCc3cccc(F)c3F)c2cc1OC	0	2	2	-3	10	1	2	-5	-7	24
COc1ccc(/C=c2\s/c(=C/C(=O)c3ccc(C)cc3)[nH]c2=O)c(OC)c1	-1	-24	1	4	-4	2	14	-19	-5	-1
Cc1cc(CSc2ccccc2)ccc1NC(=O)COc1ccccc1C	-2	-1	-1	7	4	2	4	-2	8	2
S=C(Nc1ccccc1)OC1CCC12CCC(c1ccccc1)CC2 (stereo not given)	1&6	·	0&12	·	7&8	0&3	5&4	-6&5	-22&-1	4&2
CC1CCN(CCCNC(=O)c2ccc(N3CCCC3=O)cc2)CC1	-1	6	0	-6	6	-5	-4	10	1	0
COC(=O)C1=CN(c2ccc(F)cc2)C=C(C(=O)OC)C1c1ccc(O)cc1	0	-7	2	10	-1	1	-2	6	-9	-6
CCCn1nnnc1SCC(=O)Nc1ccc(F)cc1	-2	-1	-2	3	0	4	-2	8	-4	3
COc1ccccc1CNc1ncnc2sccc12	0	-8	-4	2	5	1	8	-3	8	-2
Cc1ccc(C)c(-n2nnnc2SCC(=O)NNC(=O)c2ccco2)c1	1	2	0	7	4	-2	1	-4	5	2
COc1ccc(CNC(=O)Cn2nnc3ccccc3c2=O)cc1	0	-2	1	4	3	0	1	-6	1	1
O=C(CCc1nc2sc3c(c2c(=O)[nH]1)CCCC3)Nc1cccc(Cl)c1	-4	-20	-3	15	-1	-12	12	-5	-9	-7
CC(C)(C)n1nnnc1C(c1ccccc1)N1CCCN(Cc2ccc(F)cc2)CC1 (stereo not given)	2	·	1	-4	-8	5	-3	5	10	-6
N#CC1=C(S)N(c2ccc(F)cc2)C(c2cccs2)NC1=O (stereo not given)	12	5	2	-5	6	-2	4	3	-12	3
COC(=O)[C@]12C[C@H](CC(=O)N3CCSCC3)C(=O)N(Cc3ccc(Cl)cc3Cl)C1=C[C@H](C(C)C)O[C@@H]2C1CC1	1	·	-3	·	-20	-7	6	7	-5	-25
Cc1ccccc1Oc1ccc2c(c1)[C@@H]1C[C@H](N(C)C(=S)Nc3ccc(F)cc3)[C@H]([C@H](C)O)C(=O)N1CC2	-6	-24	-1	6	6	1	4	1	-3	-3
Cc1nnc(SCC(=O)NC(C)(C)C)n1NCc1ccc(Cl)cc1	16	3	1	-1	2	3	-9	5	1	1
COC(=O)[C@@H]1C[C@@]2(O)[C@@H](O)[C@@H](O)[C@@H](O)C[C@H]2N1Cc1ccc(-c2ccccc2)cc1	0	2	-3	3	-2	4	-2	-3	5	6
O=C(NCc1ccccc1)[C@H]1CCCN1C(=O)[C@H]1CCCN1C(=O)c1ccc(OC(F)(F)F)cc1	-2	·	2	-5	-1	-4	-2	4	4	2
CCOC(=O)CNC(=O)c1ccc(OCC(F)(F)F)cc1	1	-7	2	-10	3	1	-4	-5	1	-4
Cc1ccc(-c2nc3ccccc3s2)cc1NC(=S)NC(=O)c1cccc2ccccc12	-4	-3	0	9	3	-1	4	-9	-6	0
COc1cc(NC(=S)NCc2ccc(S(N)(=O)=O)cc2)cc(OC)c1	2	-3	2	3	3	-6	0	2	-6	-4
CCCn1c(N)c(C(=O)CSc2nc(N)cc(=O)[nH]2)c(=O)n(C)c1=O	4	-15	12	-10	4	7	4	-7	7	12
CCc1nc2ccc(C(=O)Nc3cccc(OC)c3)cn2c1N(C)Cc1ccc(OC)cc1	-7	·	0	-2	2	-5	2	3	-12	3
CCOc1ccccc1-n1nnnc1SCC(=O)Nc1cc(C)on1	-1	3	-4	4	1	0	-3	3	5	-1
Cc1ccc(C(=O)N(CC(=O)NC2CCCC2)c2cccc(F)c2)s1	1	0	1	7	3	-4	-3	-3	-1	-4
C/C(=N/OC(=O)c1ccccc1Br)c1ccc(C)cc1	-3	-19	1	-5	1	-1	3	-5	3	-1
CCCS(=O)(=O)N1CCc2ccc(NC(=O)c3ccccc3Cl)cc2C1	0	-14	-2	1	3	-5	0	-5	0	-2
Cc1ccc(NC(=O)N2CCCC2C(=O)Nc2ccc3c(c2)OCO3)cc1 (stereo not given)	-2	3	-2	3	8	3	2	8	2	0
Brc1ccc(-c2nc(-c3ccncc3)no2)o1	-3	9	1	-2	1	0	0	-2	3	-2
Cc1ccc(NC(=O)O/N=C/c2ccc(N(C)C)cc2)cc1	0	2	0	2	2	-5	-3	-3	4	9
CN=Cc1cc(-c2ccccc2)sc1O	2	1	-1	-1	-2	-3	1	2	1	1
CCSc1n[nH]c(=S)s1	3	2	0	3	-2	2	-3	1	1	3
Clc1cccc(CN2CCN(c3ncccn3)CC2)c1Cl	-2	1	-7	2	-2	-1	0	4	10	1

15 successive entries already listed:
SMILES	PRMT1 inh	HTRA1 inh	UHRF1 MBD2 ctr	TCR-CD3 inh	GC-B act	MBD2 inh	rCAG RNA binder	SIAE primary	ABHD4 inh	NPR1 activator
Cc1nnc(SCC(=O)NC(C)(C)C)n1NCc1ccc(Cl)cc1	16	3	1	-1	2	3	-9	5	1	1
COC(=O)[C@@H]1C[C@@]2(O)[C@@H](O)[C@@H](O)[C@@H](O)C[C@H]2N1Cc1ccc(-c2ccccc2)cc1	0	2	-3	3	-2	4	-2	-3	5	6
O=C(NCc1ccccc1)[C@H]1CCCN1C(=O)[C@H]1CCCN1C(=O)c1ccc(OC(F)(F)F)cc1	-2	·	2	-5	-1	-4	-2	4	4	2
CCOC(=O)CNC(=O)c1ccc(OCC(F)(F)F)cc1	1	-7	2	-10	3	1	-4	-5	1	-4
Cc1ccc(-c2nc3ccccc3s2)cc1NC(=S)NC(=O)c1cccc2ccccc12	-4	-3	0	9	3	-1	4	-9	-6	0
COc1cc(NC(=S)NCc2ccc(S(N)(=O)=O)cc2)cc(OC)c1	2	-3	2	3	3	-6	0	2	-6	-4
CCCn1c(N)c(C(=O)CSc2nc(N)cc(=O)[nH]2)c(=O)n(C)c1=O	4	-15	12	-10	4	7	4	-7	7	12
CCc1nc2ccc(C(=O)Nc3cccc(OC)c3)cn2c1N(C)Cc1ccc(OC)cc1	-7	·	0	-2	2	-5	2	3	-12	3
CCOc1ccccc1-n1nnnc1SCC(=O)Nc1cc(C)on1	-1	3	-4	4	1	0	-3	3	5	-1
Cc1ccc(C(=O)N(CC(=O)NC2CCCC2)c2cccc(F)c2)s1	1	0	1	7	3	-4	-3	-3	-1	-4
C/C(=N/OC(=O)c1ccccc1Br)c1ccc(C)cc1	-3	-19	1	-5	1	-1	3	-5	3	-1
CCCS(=O)(=O)N1CCc2ccc(NC(=O)c3ccccc3Cl)cc2C1	0	-14	-2	1	3	-5	0	-5	0	-2
Cc1ccc(NC(=O)N2CCCC2C(=O)Nc2ccc3c(c2)OCO3)cc1 (stereo not given)	-2	3	-2	3	8	3	2	8	2	0
Brc1ccc(-c2nc(-c3ccncc3)no2)o1	-3	9	1	-2	1	0	0	-2	3	-2
Cc1ccc(NC(=O)O/N=C/c2ccc(N(C)C)cc2)cc1	0	2	0	2	2	-5	-3	-3	4	9

Bioassay records (PubChem BioAssay)
